Bioassay records from PubChem.
Rv3671c protease – Rv3671c serine protease inhibitors, primary screen, biochemical, fluorescence polarization, M. tuberculosis H37Rv. 0.048% of 320,000 active. inhibition, % at 5.96 µM. P9WHR9; in the data active = inhibition above about 38%;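 note: extracellular domain of Rv3671c used as enzyme; 0% = enzyme with DMSO and 100% = no enzyme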
Target sequence (P9WHR9 whole entry, looked up, the tested form may be a part): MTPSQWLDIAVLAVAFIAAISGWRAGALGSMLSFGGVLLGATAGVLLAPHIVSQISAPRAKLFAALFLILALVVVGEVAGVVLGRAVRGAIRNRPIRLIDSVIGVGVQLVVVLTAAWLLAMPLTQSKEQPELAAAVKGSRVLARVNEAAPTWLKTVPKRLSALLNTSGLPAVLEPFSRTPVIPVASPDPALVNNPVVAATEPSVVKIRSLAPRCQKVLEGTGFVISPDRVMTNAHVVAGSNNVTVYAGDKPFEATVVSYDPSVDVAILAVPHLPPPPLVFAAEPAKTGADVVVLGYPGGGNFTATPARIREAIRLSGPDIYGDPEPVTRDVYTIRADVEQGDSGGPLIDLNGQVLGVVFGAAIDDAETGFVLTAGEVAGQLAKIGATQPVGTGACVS
CCHFV vOTU inh – CCHFV vOTU protease inhibitors, primary screen, biochemical, Pep-AMC substrate, fluorescence | 0.55% of 370,000 active | inhibition, % at 11.5 µM | Crimean-Congo hemorrhagic fever virus L polyprotein viral ovarian tumor (vOTU) protease …; note: 0% = vehicle wells with enzyme and 100% = no enzyme wells
FadD28 binding – inhibitors of FadD28 bisubstrate probe binding, primary screen, biochemical, fluorescence polarization, single point; 0.22% of 360,000 active; inhibition, % at 12.5 µM; Mycobacterium tuberculosis FadD28 fatty-acid-AMP ligase; in the data active = inhibition above about 8.5%, passing the limit was not always enough; inconclusive = no clear call, values can overlap the other calls
BoNT-F LC inh – BoNT/F light chain protease inhibitors, primary screen, biochemical, flow cytometry, MLPCN library; Botulinum neurotoxin type F light chain protease (Clostridium botulinum); Multiplex microsphere protease cleavage assay; inhibition, % at 10 µM; 0.22% of 360,000 active; in the data active = inhibition above about 35%, passing the limit was not always enough; inconclusive = no clear call, values can overlap the other calls; note: plate controls were buffer without enzyme for full effect and enzyme alone for no effect
DUSP3 inh – VHR1 phosphatase inhibitors, primary screen, biochemical, absorbance, uHTS; recombinant VHR phosphatase, pNPP absorbance; 0.52% of 290,000 active; Dual specificity protein phosphatase 3 (Homo sapiens), P51452; inhibition, % at 13.3 µM; in the data active = inhibition above about 50%; note: some compounds called inactive have numbers as strong as hits
Target sequence (P51452 whole entry, looked up): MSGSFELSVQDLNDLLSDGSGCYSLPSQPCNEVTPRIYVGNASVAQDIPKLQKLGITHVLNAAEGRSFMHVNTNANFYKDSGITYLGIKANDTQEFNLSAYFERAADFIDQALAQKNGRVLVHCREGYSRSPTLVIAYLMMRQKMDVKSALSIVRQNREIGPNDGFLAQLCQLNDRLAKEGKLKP
Mtb FBA inh – Mtb FBA enzyme inhibitors, primary screen, biochemical, fluorescence, strain H37Rv; inhibition, % at 1 µM; 2.3% of 360,000 active; Fructose-bisphosphate aldolase (Mycobacterium tuberculosis (strain ATCC 25618 / H37Rv)), …; purified M. tuberculosis FBA, fluorescence read-out; in the data active = inhibition above about 27%;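 note: 0% = vehicle and 100% = reference inhibitor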
Target sequence (P9WQA3 whole entry, looked up): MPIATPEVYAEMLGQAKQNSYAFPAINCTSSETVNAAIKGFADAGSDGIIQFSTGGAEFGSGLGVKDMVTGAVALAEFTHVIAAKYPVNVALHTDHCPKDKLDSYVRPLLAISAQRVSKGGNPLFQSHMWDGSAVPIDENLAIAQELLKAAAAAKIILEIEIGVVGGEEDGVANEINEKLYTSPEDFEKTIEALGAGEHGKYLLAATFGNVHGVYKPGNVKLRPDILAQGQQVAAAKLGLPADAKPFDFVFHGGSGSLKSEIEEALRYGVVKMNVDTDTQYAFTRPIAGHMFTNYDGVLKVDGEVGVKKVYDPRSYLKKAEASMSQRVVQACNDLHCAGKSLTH
BioA inh – M. tuberculosis BioA enzyme inhibitors, primary screen, biochemical, plate reader, single point, HTS; 7,8-diaminopelargonic acid synthase BioA (Mycobacterium tuberculosis); purified M. tuberculosis BioA enzyme; inhibition, % at 9.99 µM; 0.096% of 360,000 active; in the data active = inhibition above about 40%; inconclusive = no clear call, values can overlap the other calls
MazF activator – activators of E. coli MazEF toxin-antitoxin RNase, primary screen, biochemical, fluorescence, uHTS | FAM/BHQ RNA-DNA oligo cleavage fluorescence, 5 h | activation, % at 20 µM | 0.32% of 350,000 active | AID 504720, 2011; in the data active = activation above about 50%
Target sequence (P0AE70 whole entry, looked up): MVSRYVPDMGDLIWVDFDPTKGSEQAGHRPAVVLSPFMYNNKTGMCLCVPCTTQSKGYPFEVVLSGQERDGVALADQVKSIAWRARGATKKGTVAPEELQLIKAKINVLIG
GDH-TPI counter – GDH-TPI coupling enzyme inhibitors, primary screen, artefact control for M. tuberculosis FBA inhibitor project, biochemical, absorbance, full deck; AID 588335, 2011; inhibition, % at 4.8 µM; 1.2% of 360,000 active; GDH-TPI coupled enzyme counterscreen, NADH absorbance;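 note: 0% = DMSO wells and 100% = wells lacking the enzyme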
UGM FP inh – M. tuberculosis UGM enzyme inhibitors, primary screen, biochemical, fluorescence polarization, single point; inhibition, % at 10 µM; UDP-galactopyranose mutase (Mycobacterium tuberculosis (strain ATCC 25618 / H37Rv)), …; AID 504406, 2011; purified UGM, fluorescence polarization probe displacement; 0.06% of 320,000 active; in the data active = inhibition above about 10%, passing the limit was not always enough; inconclusive = no clear call, values can overlap the other calls
* marks the source's active call; other numbers are inactive results; i = inactive; ? = inconclusive; . = not tested or not shown; & = joins results of further samples. Cut-off read from the data, not from the text of the source, unless noted: active = inhibition above about 30%; inactive = the rest. Rows are unselected (roughly 4.9% active in at least one column).

Preview (2 entries):
SMILES	Rv3671c protease	CCHFV vOTU inh	FadD28 binding	BoNT-F LC inh	DUSP3 inh	Mtb FBA inh	BioA inh	MazF activator	GDH-TPI counter	UGM FP inh
COc1cc(OC)c(C2C(C#N)=C(N)Oc3cc(C)n(CCCN4CCOCC4)c(=O)c32)cc1OC (configuration not stated)	7	3	-0.4	1	12	6	-1.3	3	3	-2.0
CN(C(=O)CSc1nnc(COc2ccccc2F)n1N)C1CCS(=O)(=O)C1 (configuration not stated)	5	3	-0.6	13	.	0	.	7	-1	2.2

This part in full, from the start:
SMILES	Rv3671c protease	CCHFV vOTU inh	FadD28 binding	BoNT-F LC inh	DUSP3 inh	Mtb FBA inh	BioA inh	MazF activator	GDH-TPI counter	UGM FP inh
COc1cc(OC)c(C2C(C#N)=C(N)Oc3cc(C)n(CCCN4CCOCC4)c(=O)c32)cc1OC (configuration not stated)	7	3	-0.4	1	12	6	-1.3	3	3	-2.0
CN(C(=O)CSc1nnc(COc2ccccc2F)n1N)C1CCS(=O)(=O)C1 (configuration not stated)	5	3	-0.6	13	.	0	.	7	-1	2.2
COc1cccc(CN(C)C(=O)C2CSC3(C)CCC(=O)N23)c1OC (configuration not stated)	-1	1	-3.7	5	.	1	0.0	-2	9	-1.8
O=C(c1cccs1)N1N=C(c2ccccc2)CC1c1ccc(O)cc1 (configuration not stated)	-7	9	-8.6	-3	1	15	15	0	20	1.6
CCCc1cc(=O)n2[nH]c(C)c(-c3ccccc3OC)c2n1	.	-2	-3.1	-6	.	-2	0.5	2	2	.
Clc1ccc(COc2ccccc2-c2ccnc3ncnn23)cc1	-3	-7	-3.5	-8	9	21	.	3	-3	-2.0
COc1ccc(OCc2nnc(SCC(=O)NCC3CCCO3)n2N)cc1 (configuration not stated)	1	-6	-0.4	20	.	5	-2.0	-6	7	-1.7
CC(C)c1ccc(N(CC(=O)NCCSCc2ccco2)S(C)(=O)=O)cc1	2	-6	-2.9	1	10	1	.	-2	-8	3.0
Cc1csc(NC(=O)CSc2nnc3c4ccccc4nc(C(C)(C)C)n23)n1	1	10	-2.6	5	26	0	-0.2	18	14	-1.8
COC(=O)c1ccc(OC(=O)c2cnccn2)cc1	-5	7	-1.0	-8	39	0	-0.3	13	4	-4.6
O=C(NCC1CCCO1)c1ccccc1NS(=O)(=O)c1cc([N+](=O)[O-])ccc1Cl (configuration not stated)	-6	-4	0.5	-3	.	6	.	-3	13	-1.1
CC(C)=C1C2CCC1C(C(=O)NCCc1ccccc1)C2C(=O)O (configuration not stated)	-6	-7	-0.9	-9	-8	1	0.6	-7	5	0.9
CCOC(=O)c1oc2c(c1C)/C(=N/O)CCC2	2	33*	0.3	13	-6	4	0.8	-2	2	-0.8
COc1cccc(C=NNC(=O)c2ccncc2)c1O	.	-6	-2.2	4	.	-6	-1.1	5	13	.
O=C(Nc1ccc2c(c1)OCCO2)C(c1ccnc2ccccc12)N1CCC(Cc2ccccc2)CC1 (configuration not stated)	.	21	-1.7	-8	.	-2	-1.6	.	.	.
CSc1ncc(Cl)c(C(=O)Nc2ccccc2[N+](=O)[O-])n1	8	7	-3.2	?	-4	2	-0.6	0	-2	-2.1
O=C(O)CSc1cc(C(=O)c2ccccc2O)cn2c(=O)c3c(-c4ccccc4)csc3nc12	-46	-4	-11	-3	9	4	4.1	-12	21	1.0
CCOc1ccc(N(CC(=O)Nc2ccc(CC)cc2)S(=O)(=O)c2c(C)[nH]c(=O)[nH]c2=O)cc1	-3	-7	1.4	-3	-9	-1	0.3	6	-3	0.3
Cc1ccc2c(c1)CCCN2C(=O)c1ccco1	-3	-14	-0.3	-1	9	-1	.	-1	0	-0.8
CCOc1ccc(C2C(C(=O)Nc3ccc(F)cc3)=C(C)Nc3nc(CCCO)nn32)cc1 (configuration not stated)	-1	-3	0.5	-7	9	1	-1.0	3	2	1.7
Cc1c(NS(=O)(=O)c2cccc3nsnc23)c(=O)n(-c2ccccc2)n1C	-5	3	-0.1	-4	18	-3	-4.1	-3	14	-1.3
O=C(O)CC(CCc1ccccc1)OC1OC(CO)C(O)C(O)C1O (configuration not stated)	-8	1	4.2	8	6	2	-0.5	3	-3	7.1
CCOC(=O)Nc1ccc(S(=O)(=O)NCc2ccccc2)cc1	9	1	0.3	-13	27	2	-1.0	7	2	1.7
NC(=O)c1cc(C(=O)Cc2ccc(Cl)cc2)c[nH]1	-13	0	.	7	6	0	3.8	5	1	0.1
Cc1ccccc1CN1CCC(CNC(=O)Nc2ccc(F)cc2F)CC1	-2	6	.	6	-2	4	1.0	-3	-1	1.4

(further entries)
SMILES	Rv3671c protease	CCHFV vOTU inh	FadD28 binding	BoNT-F LC inh	DUSP3 inh	Mtb FBA inh	BioA inh	MazF activator	GDH-TPI counter	UGM FP inh
Cc1ccc(C(=O)NC2c3ccccc3-c3ccccc32)cc1	-8	8	-0.5	-13	5	2	-1.2	-2	7	-1.2
OCCN1CCN(c2nnc(-c3ccccc3)c3ccccc23)CC1	1	-3	-1.6	-4	-5	1	0.4	9	-1	1.5
O=C1c2ccccc2CN1CCNS(=O)(=O)c1ccc(Cl)cc1	4	1	-1.3	3	16	1	-1.1	7	3	1.0
CC(C)Cn1c(=O)c(C(=O)Nc2ccccc2S(N)(=O)=O)c(O)c2ccccc21	-12	18	0.0	-4	13	1	-1.8	-4	14	0.4
C#CCOCCOCCOCCNc1nc(N2CCN(C(=O)[C@H](CO)n3cc([C@@H](N)C(C)C)nn3)CC2)nc(N2CCN(C(=O)[C@H](CO)n3cc([C@@H](N)C(C)C)nn3)CC2)n1	.	5	-1.5	-3	.	0	2.7	8	4	.
Cc1ccc(NC(=O)c2ccc3nc[nH]c3c2)c(O)c1	0	2	0.4	4	10	0	1.0	0	12	0.9
CC1=NN(c2ccccc2C)C(=O)C1	.	28	-3.3	-4	.	0	0.4	5	4	.
O=C(c1ccc(NC(=S)Nc2ccc(Cl)c(Cl)c2)cc1)N1CCCC1	2	4	-9.8	2	15	-1	.	-1	2	2.7
COc1ccc(OC)c(CNC(=O)C2CCN(S(=O)(=O)N3CCCCC3)CC2)c1	-13	3	0.1	-1	51*	0	-1.6	2	5	0.9
Cc1ccc(C)c(N2CCN(C(=O)CCc3nc(-c4ccccc4)no3)CC2)c1	.	7	-0.7	0	.	2	-3.4	4	5	.
CCC(c1nnnn1CCc1ccccc1)N1CCN(C(=O)c2ccco2)CC1 (configuration not stated)	5	7	-4.3	12	18	0	25	2	2	2.7
O=C(CCc1nc2sc3c(c2c(=O)[nH]1)CCCC3)NCCc1ccc(Cl)cc1	.	25	-0.4	-7	.	3	-1.1	-20	11	.
CS(=O)(=O)N1CCN(C(=O)c2ccc(-c3ccccc3)cc2)CC1	-5	-7	-1.2	0	6	0	4.0	16	-8	2.6
Cc1ccc(NC(=S)NCC2CCCO2)cc1 (configuration not stated)	1	7	-0.8	4	26	-2	-1.7	3	5	-0.6
CCOC(=O)C/C(C)=N/NC(=O)C1CC1(c1ccccc1)c1ccccc1 (configuration not stated)	14	8	-1.1	25	32	0	.	5	-1	1.2
CC[C@]12c3[nH]c4cc(-c5ccco5)ccc4c3CCN1C(=O)[C@@H](CC(=O)NCCc1ccccn1)C[C@@H]2C(=O)N1CCN(C(=O)C2CC2)CC1	.	-62	-0.1	-6	.	30*	-3.4	2	4	.
COc1ccc(NC(=S)N2CCCN(Cc3cccc(Cl)c3)C2)cc1	-2	-6	-2.4	-11	-1	0	3.2	9	3	0.7
CC(=O)c1cccc(NC(=O)CN2CCN(S(=O)(=O)/C=C/c3ccccc3)CC2)c1	-3	10	-7.2	-7	.	-1	0.4	5	-11	-1.1
CNC(=S)Nc1ccc(OCc2ccccc2)cc1	2	-5	-2.4	1	1	3	4.7	2	-8	-1.6
Cc1cc(C)c(NC(=S)N(CCc2ccncc2)C(C)C)c(C)c1	9	-9	-0.5	-3	3	0	0.9	1	9	1.9
Cc1nn(Cc2ccccc2)c(Cl)c1C(=O)NCc1ccco1	8	4	-1.9	-6	21	-2	-0.4	3	7	2.5
COc1ccc2c(c1)NP(=S)(c1ccccc1)N2 (configuration not stated)	.	8	0.6	3	.	18	-15	-22	18	.
COc1ccc(NC(=O)Nc2ccc3c(c2)C(=O)N([C@@H](C)CO)C[C@@H](C)[C@@H](CN(C)CC2CCCCC2)O3)cc1	0	4	-2.9	-8	.	0	3.3&13	7	-10	-1.0
CCOC(=O)c1c(C=O)c(C)n(Cc2ccccc2Cl)c1C	-3	-2	-3.4	-1	10	-6	.	-4	5	-3.7
O=C(COc1ccc(Br)cc1)NCc1ccccn1	-11	-5	-1.6	-8	18	3	0.5	-6	10	0.0

Structures listed so far containing a thiophene ring, fused or not:
SMILES	Rv3671c protease	CCHFV vOTU inh	FadD28 binding	BoNT-F LC inh	DUSP3 inh	Mtb FBA inh	BioA inh	MazF activator	GDH-TPI counter	UGM FP inh
O=C(c1cccs1)N1N=C(c2ccccc2)CC1c1ccc(O)cc1 (configuration not stated)	-7	9	-8.6	-3	1	15	15	0	20	1.6
O=C(O)CSc1cc(C(=O)c2ccccc2O)cn2c(=O)c3c(-c4ccccc4)csc3nc12	-46	-4	-11	-3	9	4	4.1	-12	21	1.0
O=C(CCc1nc2sc3c(c2c(=O)[nH]1)CCCC3)NCCc1ccc(Cl)cc1	.	25	-0.4	-7	.	3	-1.1	-20	11	.

Additional compounds.
SMILES	Rv3671c protease	CCHFV vOTU inh	FadD28 binding	BoNT-F LC inh	DUSP3 inh	Mtb FBA inh	BioA inh	MazF activator	GDH-TPI counter	UGM FP inh
O=C1c2cccc3c(O)ccc(c23)C(=O)N1c1ccc(Cl)cc1	19	4	-2.2	?	14	-16	-9.0	i	11	-1.4
CSCCC(NC(=O)c1ccccc1Cl)C(=O)N(C)Cc1cccs1 (configuration not stated)	2	7	-4.5	4	6	0	0.0	2	-4	-1.3
CCCC(=O)n1nc(NCc2ccc(OC)cc2)nc1NCc1ccc(OC)cc1	-12	-5	-4.7	-6	2	2	.	-3	-4	-0.4
CC(C)(C)OC(=O)N(Cc1ccccc1)Cc1cccc(OCc2cccc(NC(=O)C3CC3)c2)c1	.	32*	-1.6	-9	.	-3	-0.7	-9	2	.
COC(=O)[C@H]1C[C@@]2(O)CN(S(=O)(=O)c3ccc(C)cc3)C[C@@]2(OC(=O)Nc2cccs2)C[C@H]1C(=O)OC	.	-5	-3.2	-3	.	0	0.9	9	8	.
Cc1nn(Cc2ccc(Cl)c(Cl)c2)c(C)c1NC(=O)c1cc(-c2ccco2)on1	-46	5	-3.0	-4	4	7	2.7	-1	-5	-0.4
Cc1ccc2c(c1Cl)NC(C(=O)O)C1CC(Sc3ccccc3[N+](=O)[O-])C(Cl)C21 (configuration not stated)	4	.	-11	-7	5	0	.	-9	27	0.6
O=C(NN=Cc1ccccc1OC(F)F)c1ccc(NS(=O)(=O)c2cccs2)cc1	2	11	-5.6	-6	.	-4	0.5	2	32*	-0.3
CCc1nc(N[C@@H](CC(C)C)C(=O)O)c2oc3ccccc3c2n1	3	-4	-3.5	4	12	-1	-1.8	32	-3	-0.3
CC(C)(C)OC(=O)NC(CCNC=C1C(=O)OC(C)(C)OC1=O)C(=O)O (configuration not stated)	-2	1	-4.3	-1	13	-4	-2.0	22	3	-0.6
CCC(C)NC(=O)Cn1cnc2sc(C)cc2c1=O (configuration not stated)	6	-1	-1.0	16	47	4	-1.1	-10	6	0.8
COc1ccc(C(=O)NC2CCCc3ccccc32)cc1Br (configuration not stated)	-5	6	.	1	28	-1	-1.0	3	-5	-1.0
